# Screens as filed in PubChem.
# NCI-60 one-dose screen, 48 h, at 10 µM unless noted. Numbers give growth in % (100 = growth as untreated, 0 = no growth, -100 = all killed).
# SF-539 = SF-539 CNS cancer; AID 1794752; hit rate 6.8% among 81,000
# DU-145 = DU-145 prostate cancer. hit rate 4.2% among 81,000. AID 1794760
# OVCAR-8 = OVCAR-8 ovarian cancer | hit rate 4.4% among 81,000 | AID 1794782
# SF-268 = SF-268 CNS cancer cells | hit rate 3.1% among 82,000 | AID 1794759
# U251 = U251 CNS tumor cells; hit rate 5.4% among 80,000; AID 1794753
# SF-295 = SF-295 CNS cancer cells; AID 1794758; hit rate 5.6% among 79,000
# PC-3 = PC-3 prostate cancer cells; hit rate 3.9% among 80,000; AID 1794754
# SNB-19 = SNB-19 CNS cancer cells; hit rate 2.5% among 81,000
# Numbers without * were called inactive; nt = not tested or not shown; & = joins results of further samples. Rule for the calls: active = growth percent below 10; inactive = the rest.
structure	SF-539	DU-145	OVCAR-8	SF-268	U251	SF-295	PC-3	SNB-19
Cc1ccc(NC(=O)CSc2nnc(-c3ccc(NC(=O)c4cccnc4)cc3)n2N)cc1	78	114	104	100	98	97	101	94
COc1ccc(/C=C/C(=O)c2ccc(NC(=O)CSc3nc4c([nH]3)c(=O)n(C)c(=O)n4C)cc2)cc1	91	104	91	93	82	94	91	95
O=C1c2ccccc2C(=O)N1Cc1ccccc1	99	108	109	100	95	97	101	107
O=C(CC(O)c1ccccc1)Nc1ccccn1 (stereo unspecified)	98	104	100	103	102	108	93	92
O=C1c2ccccc2C2NCCCN12 (stereo unspecified)	nt	121	108	117	106	118	104	102
N#CC1=C(N)O[C@]23c4ccccc4C(=O)[C@]12N(NC(=O)c1cc2ccc1CCc1ccc(cc1)CC2)C(=S)N3c1cccnc1	87	106	91	84	87	96	95	88
Cc1nn(-c2ccc(Cl)cc2)c2nc3c(nc12)C(=O)CC(C)(C)C3	nt	112	nt	104	83	87	83	87
COc1ccc(/C(=N\NC(N)=S)c2ccccc2)cc1OC	102	105	104	95	100	101	109	97
COc1ccc(NC(=O)/C(C)=N/O)cc1	104	109	102	99	96	99	107	100
O=C(Oc1cccc(O)c1)c1ccccc1	91	107	nt	86	95	107	13	104
Cc1c2c(cn1C)CCc1cn(C)nc1-2	94	129	90	110	106	107	93	114
Cc1cc(NS(=O)(=O)c2ccc(NC3Nc4nc5ccccc5nc4S3)cc2)no1 (stereo unspecified)	96	92	99	97	93	99	98	96
CCOC(=O)COc1nc(SCC(=O)Nc2nc3ccc(C)cc3s2)nc(-c2ccccc2)c1C#N	83	107	94	90	82	92	72	73
COc1ccc(CCNC(=O)C(=O)[C@H](Cc2ccccc2)NC(=O)c2oc3cc(OC)c(O)cc3c(=O)c2C)cc1	96	97	98	90	96	100	84	92
O=C(O)c1cc([N+](=O)[O-])ccc1Cl	105	121	96	114	106	101	89	99
O=C(O)CCCCCNC(=O)c1ccccc1	102	102	102	87	104	101	100	100
S=c1[nH]c(=S)c2[nH]cnc2[nH]1	96	nt	108	103	95	93	87	104
O=S(=O)(Nc1ccc(-c2nc(-c3cccc(O)c3)c(-c3ccnc(Br)c3)[nH]2)cc1)c1ccccc1	44	55	10.0*	37	30	10	9.2*	30
CCC(O)(CC)C(F)(F)Cl	107	109	100	105	99	108	98	100
CCOC(=O)c1c(C)nc2c(c1N)CC(=O)N2[C@@H](C)c1ccc(OC)cc1	93	103	81	95	81	91	78	89
COc1cc(OC)cc(-c2cncn2-c2ccc(-c3nc4ccc(F)cc4s3)cc2)c1	101	110	97	93	89	84	82	94
CCCCC(CCc1ccc([N+](=O)[O-])cc1)(C(C)=O)C(=O)OCC (stereo unspecified)	95	102	104	96	95	99	81	108
Cc1nnc(/N=C2\NC(=O)/C(=C/c3ccc(O)cc3)S2)s1	93	106	103	90	92	90	93	100
CCOC1c2ccccc2N(C)C(=S)N1c1ccccc1 (stereo unspecified)	103	109	100	99	102	101	93	101
N#Cc1c(N)nn(C(=O)c2ccc(NC(=O)c3ccccn3)cc2)c1-c1ccc(Cl)cc1	-28*	4.0*	18	-8.5*	-39*	55	15	23

# Not a retest: 4 of the compounds above.
structure	SF-539	DU-145	OVCAR-8	SF-268	U251	SF-295	PC-3	SNB-19
COc1ccc(NC(=O)/C(C)=N/O)cc1	104	109	102	99	96	99	107	100
O=C(Oc1cccc(O)c1)c1ccccc1	91	107	nt	86	95	107	13	104
Cc1c2c(cn1C)CCc1cn(C)nc1-2	94	129	90	110	106	107	93	114
Cc1cc(NS(=O)(=O)c2ccc(NC3Nc4nc5ccccc5nc4S3)cc2)no1 (stereo unspecified)	96	92	99	97	93	99	98	96

# One compound at a time (already shown).
# Shown for O=C(CC(O)c1ccccc1)Nc1ccccn1 (stereo unspecified) → SF-539 = 98; DU-145 = 104; OVCAR-8 = 100; SF-268 = 103; U251 = 102; SF-295 = 108; PC-3 = 93; SNB-19 = 92
# Shown for Cc1c2c(cn1C)CCc1cn(C)nc1-2 → SF-539 = 94; DU-145 = 129; OVCAR-8 = 90; SF-268 = 110; U251 = 106; SF-295 = 107; PC-3 = 93; SNB-19 = 114

# Remaining list, next part:
structure	SF-539	DU-145	OVCAR-8	SF-268	U251	SF-295	PC-3	SNB-19
C#CCOc1cc(N(CC)CC)ccc1C(C(=O)NC(C)(C)C)N(C(=O)C1CCc2cc(F)ccc2O1)c1ccccc1F (stereo unspecified)	51	58	32	38	18	20	13	35
COc1cccc(/C=N/NC2=NC3C(N2)N(C)C(=O)N3C)c1O (stereo unspecified)	92	110	103	92	100	102	101	97
O=c1c2cc3ncccc3n2c(=O)c2cc3ncccc3n12	104	112	104	106	100	105	86	113
CC(C)c1ccc(CN2CCN(Cc3ccc(C(C)C)cc3)CC2)cc1	104	103	100	101	98	96	93	nt
COc1ccc(/C=C\C(=O)/C=C/c2ccc(OC)cc2)cc1	63	96	101	105	64	101	62	89
O=[N+]([O-])c1ccc(Oc2nc(Nc3ccc(O[C@H]4CO[C@H]5[C@@H]4OC[C@@H]5O)c(Cl)c3)ncc2F)c(Cl)c1	19	27	33	32	24	26	34	57
O=C(O)COc1ccccc1O	100	112	99	109	95	99	78	102
Cc1cc(Cl)ccc1O/C(=C\C(=O)O)C(=O)O	98	107	107	102	99	98	97	101
CCOC(=O)C1=NN(c2ccccc2)C(=O)/C1=C\N1C(=O)CC(=O)NC1=S	100	110	100	94	91	103	96	97
N#Cc1c(Cl)nc(SCC(=O)N2CCN(c3cc4c(cc3F)c(=O)c(C(=O)O)cn4C3CC3)CC2)nc1-c1cccc(Cl)c1	92	107	106	95	102	96	97	96
CN(C)CCC(C(=O)C(Br)Br)c1ccccc1 (stereo unspecified)	103	112	102	97	102	111	115	104
COc1ccc(-c2nn(-c3cccc(Cl)c3)cc2/C=C2\NC(=S)N(c3ccc(OC)cc3)C2=O)cc1	73	87	90	54	nt	nt	113	77
O=C(NNC(=O)c1ccc(-n2cc(-c3ccccc3)nn2)cc1)Nc1ccc(Cl)cc1	98	106	96	92	97	102	100	102
Clc1ccc(C(c2cccc(Cl)c2)C(Cl)Cl)cc1 (stereo unspecified)	93	105	90	109	90	104	89	89
Nc1ccn([C@@H]2O[C@H](COP(=O)(O)O[C@@H]3C[C@H](n4cc(F)c(=O)[nH]c4=O)O[C@@H]3COP(=O)(O)O[C@@H]3C[C@H](n4cc(F)c(=O)[nH]c4=O)O[C@@H]3COP(=O)(O)O[C@@H]3C[C@H](n4cc(F)c(=O)[nH]c4=O)O[C@@H]3COP(=O)(O)O[C@@H]3C[C@H](n4cc(F)c(=O)[nH]c4=O)O[C@@H]3COP(=O)(O)O[C@@H]3C[C@H](n4cc(F)c(=O)[nH]c4=O)O[C@@H]3COP(=O)(O)O[C@@H]3C[C@H](n4cc(F)c(=O)[nH]c4=O)O[C@@H]3COP(=O)(O)O[C@@H]3C[C@H](n4cc(F)c(=O)[nH]c4=O)O[C@@H]3COP(=O)(O)O[C@@H]3C[C@H](n4cc(F)c(=O)[nH]c4=O)O[C@@H]3COP(=O)(O)O[C@@H]3C[C@H](n4cc(F)c(=O)[nH]c4=O)O[C@@H]3COP(=O)(O)O[C@@H]3C[C@H](n4cc(F)c(=O)[nH]c4=O)O[C@@H]3COP(=O)(O)OCCOCCOCCOCCOCCOCCO)[C@H](O)C2O)c(=O)n1 (stereo partly specified)	10	42	41	37	30	1.3*	56	57
O=[N+]([O-])c1ccc(N=NNc2ccccc2)cc1	101	110	94	106	98	nt	80	95
S=c1cn[nH]c2ccccc12	96	114	98	93	99	121	90	113
O=C(O)c1cn(C2CC2)c2cc(N3CCN(S(=O)(=O)c4ccc(Cl)cc4Cl)CC3)c(F)cc2c1=O	93	102	98	84	102	91	81	94
Cc1cc(C)cc(NS(=O)(=O)CCCS(=O)(=O)Nc2cc(C)cc(C)c2)c1	90	97	88	77	80	73	58	85
COc1ccc2c(C3(c4c[nH]c5cc(OC)ccc45)C(=O)Nc4ccccc43)c[nH]c2c1	87	109	95	86	99	94	73	105
COc1cccc(/C=N/NC(N)=S)c1	93	113	99	94	96	98	98	104
COc1c(N2CC3CCCNC3C2)c(F)cc2c(=O)c(C(=O)N/N=C/c3ccc4c(c3)OCO4)cn(C3CC3)c12 (stereo unspecified)	-60*	69	54	79	12	44	60	80
CCNc1nnnn1CC	103	109	113	106	106	103	97	nt
CCC1(c2ccc(Cl)cc2)SCCS1	97	107	98	102	91	106	97	104
O=C(c1nnc(Nc2ccc([N+](=O)[O-])cc2)o1)c1c[nH]c2ccccc12	102	109	98	93	102	101	77	94

# Of the compounds above, these have bromine.
structure	SF-539	DU-145	OVCAR-8	SF-268	U251	SF-295	PC-3	SNB-19
O=S(=O)(Nc1ccc(-c2nc(-c3cccc(O)c3)c(-c3ccnc(Br)c3)[nH]2)cc1)c1ccccc1	44	55	10.0*	37	30	10	9.2*	30
CN(C)CCC(C(=O)C(Br)Br)c1ccccc1 (stereo unspecified)	103	112	102	97	102	111	115	104

# Further compounds follow:
structure	SF-539	DU-145	OVCAR-8	SF-268	U251	SF-295	PC-3	SNB-19
O=C(NC(=S)Nc1cc(-c2ccco2)[nH]n1)c1cccs1	99	101	100	103	108	112	105	104
O=C(NC1CCCCC1)C(c1ccc(F)cc1)N(C(=O)C1CCc2cc(F)ccc2O1)c1ccc(F)cc1F (stereo unspecified)	92	105	91	88	95	95	81	95
N#CCCCC1(CCCC#N)OCCO1	104&103	109&113	105&102	108&105	105&105	105&86	104&100	98&106
CNC(=O)c1cc(-c2ccc(NS(=O)(=O)c3ccc(C)cc3)cc2)nc2cccnc12	102	113	99	107	101	108	100	100

# Limited to PC-3, for some of the entries so far:
mol,PC-3
O=C(O)c1cc([N+](=O)[O-])ccc1Cl,89
O=C(O)CCCCCNC(=O)c1ccccc1,100
S=c1[nH]c(=S)c2[nH]cnc2[nH]1,87
